# HTT aggregate – mutant huntingtin aggregation inhibition; PC12 HttQ103-GFP aggregates, Acumen cytometry, 40 h; Potency, µM (titrated, usually from 46.1 µM), inactives show at the top dose activity change, negative = inhibition, actives largely listed as inhibitors; 220,000 tested, 1.1% active; further: on the % scale 0 is the no-effect control and ±100 the full control effect; nearly all actives have a fitted effect of over 60% in size
#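 Steps: seed 1500 PC12 HTTQ103-GFP cells/well; add tebufenozide, 100 nM final; add compound titration; add ATPLite reagent; quantify GFP aggregates by laser scanning cytometry.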
# RGS12 GoLoco inh – blocks human Gai1 binding to RGS12 GoLoco peptide, red readout | P63096 | Gai1:RGS12 GoLoco peptide FP, rhodamine, 10 min | Potency, µM (highest dose often 61.6 µM), without a hit: top-dose activity, negative = inhibition, usual class: inhibitors | 230,000 tested, 0.44% active | AID 880; active means well fitted inhibition curve with a large enough effect, not every such curve was filed as active; inactive means no such curve, though single readings can be large or run the other way; further: on the % scale 0 is the no-effect control and ±100 the full control effect; nearly all actives have a fitted effect of over 30% in size; many of its hits are not listed in these tables
# Target sequence (P63096 whole entry, looked up): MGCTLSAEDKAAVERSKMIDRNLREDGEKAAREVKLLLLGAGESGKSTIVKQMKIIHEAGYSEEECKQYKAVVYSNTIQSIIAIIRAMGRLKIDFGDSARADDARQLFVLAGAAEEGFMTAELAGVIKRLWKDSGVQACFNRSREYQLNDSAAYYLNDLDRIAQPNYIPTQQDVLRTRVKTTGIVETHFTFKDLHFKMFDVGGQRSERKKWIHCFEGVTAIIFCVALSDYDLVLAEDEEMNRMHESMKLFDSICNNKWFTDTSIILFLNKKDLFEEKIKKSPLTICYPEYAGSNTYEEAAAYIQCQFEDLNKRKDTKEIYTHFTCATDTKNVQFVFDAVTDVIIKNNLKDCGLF
# aGlu spleen mod – inhibits or activates alpha-glucosidase in human spleen homogenate; human spleen homogenate, 4-MU-alpha-glucoside fluorescence; P10253; Potency, µM (series often up to 79.9 µM), without a hit: at the highest dose activity change, negative = inhibition, hits mostly inhibitors; AID 2112; 240,000 tested, 0.006% active;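 further: 0% = enzyme with vehicle and -100% = no enzyme basal signal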
#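 Human spleen homogenate (1 ug) with 4-methylumbelliferyl-alpha-D-glucopyranoside (1 mM final) in 50 mM citrate/phosphate pH 5.0, 0.01% Tween-20; 40 min at 37 C. Stopped at pH 10; 4-MU fluorescence Ex 365/Em 440 nm; AC50 by Hill fit.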
# GAA inh – alpha-glucosidase (human) inhibition. purified human GAA, 4-MU-alpha-glucoside fluorescence. Potency, µM (doses to about 76.9 µM), for inactives: at the highest dose activity change, negative = inhibition, hits mostly inhibitors. 200,000 tested, 0.005% active;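 further: plate controls were uninhibited enzyme wells for no effect and no-enzyme background for full effect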
#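 Human enzyme at 4 nM with 400 uM 4-methylumbelliferyl-alpha-D-pyranoside, citrate/phosphate buffer pH 5.0, 0.005% Tween-20, 20 min at room temperature. Compounds up to 77 uM. 4-MU fluorescence (Ex 365/Em 440) read after NaOH/glycine stop; AC50 from Hill fit.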
# IMPase Li cell – cell-permeable IMPase inhibitors with lithium potentiation; CHO-M1 cells, IP1 TR-FRET (IP-One), carbachol + lithium; Potency, µM (top dose mostly 59.4 µM), for inactives: at the top dose activity, negative = IMPase inhibition, actives largely listed as inhibitors; 210,000 tested, 0.35% active; AID 1457;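 further: IP1 builds up when IMPase is blocked and the TR-FRET signal falls; plate controls were basal vehicle for no effect and high inhibitor control for full effect; nearly all actives have a fitted effect of over 50% in size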
#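 Steps: plate 2000 CHO-M1 cells per well and culture 16–30 h; add compound and lithium; incubate 30 min, 37C; add d2-IP1 tracer and Eu cryptate anti-IP1 antibody in lysis buffer; read after 10 min at room temperature.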
# HTT cytoprotect – protects HTT-Q103 PC12 cells, measured by ATP; Potency, µM (titrated, usually from 56.4 µM), without a hit: cytoprotection (ATP increase), usual class: activators; PC12 HTT-Q103 induced, cytoprotection, ATP luminescence, 40 h; 230,000 tested, 0.14% active; AID 1471;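 further: % of control where 0% means no effect; nearly all actives have a fitted effect of over 45% in size; toxic huntingtin expression switched on by the ecdysone agonist tebufenozide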
#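 Cells were plated at 1500 per well in phenol red-free DMEM with 5% equine and 5% calf serum. Tebufenozide (100 nM final) and compounds were added, then ATPlite reagent, and luminescence was read.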
# GAA glycogen mod – GAA glycogen-cleavage inhibition or activation. Potency, µM (top dose mostly 76.4 µM), for the others: at the highest dose activity change, negative = inhibition, usual class: inhibitors. P10253. recombinant GAA, glycogen substrate, Amplex Red glucose oxidase fluorescence. 300,000 tested, 0.38% active;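 further: 0% = full enzyme reaction and -100% = no-enzyme basal signal; the screen sought inhibitors and activators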
#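 Recombinant human alpha-glucosidase (4 nM final) hydrolysed bovine liver glycogen (30 ug) for 40 min at 37 C in pH 5.0 citrate/phosphate with 0.01% Tween-20. Released glucose detected by glucose oxidase/Amplex Red, Ex 573/Em 610 nm. Compounds up to 77 uM; AC50 from Hill fits.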
# Numbers without * were called inactive; ? = inconclusive; / = no result given; & = joins results of further samples; [ ] = remark or other dose. Unless noted, the call rests on the fitted dose curve; in most records, active means well fitted curve in the direction sought with a large enough effect; inconclusive means small, poorly fitted or top-dose-only effect, or another doubt; inactive means no such curve, though single readings can be large; an effect the other way counts as inactive or inconclusive. Potency means the concentration at half of the fitted maximal effect. A portion of the library (hit frequency here may not be typical).
# Every second line gives: HTT aggregate | RGS12 GoLoco inh | aGlu spleen mod | GAA inh | IMPase Li cell | HTT cytoprotect | GAA glycogen mod
- COCCN(CC(=O)Nc1ccccc1C)S(=O)(=O)c1ccc(S(=O)(=O)N2CCCC2)cc1
    -11.0% | -7.2% | -2.3% | 1.8% | 6.5% | -28.1%[10 µM] | 3.0%
- Cc1ccc2c(c1)-c1cc(C)nn1C(c1sccc1C)N2 (centres undefined)
    -8.1% | 1.5% | 3.3% | 4.7% | 4.9%[38.3 µM] | -19.1%[10 µM] | -28.0%
- Cc1cccc(OS(=O)(=O)NC(=O)OCC2CCCN3CCCCC23)c1 (centres undefined)
    -5.4% | 6.4% | -1.9% | 1.3% | -5.3% | 8.5% | -2.6%
- O=C(CCCN1C(=O)/C(=C\c2ccccc2)SC1=S)Nc1ccccc1O
    22.3%[9.22 µM] | 0.1% | -0.5% | / | / | -13.7%[10 µM] | 0.6%
- Cc1ccc(C(=O)NCC2CCCO2)cc1N1CCCC1=O (centres undefined)
    6.5% | -12.8% | -0.2% | 2.8% | -9.7%[38.3 µM] | -5.0% | 3.5%
- Cc1ccc(S(=O)(=O)N/N=c2\sc3ccccc3n2C)cc1
    14.8% | -1.1% | 6.5% | 1.2% | 1.3% | -7.6%[10 µM] | -22.8%
- CCn1cc(C(=O)O)c(=O)c2cc(F)c(N3CCN(C(=S)NC(=O)c4ccc(Br)cc4)CC3)cc21
    ? | -6.7% | 9.3% | -5.1% | -0.4% | -53.1%[inhibitor] | 8.4%
- CCSC(C)CC1CC(=O)CC(=O)C1 (centres undefined)
    6.8% | 20.7% | -2.4% | -7.7% | 4.3%[38.3 µM] | 3.6% | -13.6%
- c1ccc(CCn2nnnc2CN2CCN(C3CCCC3)CC2)cc1
    -16.8% | -23.1% | 4.7% | -11.6% | 9.6%[38.3 µM] | 9.5%[10 µM] | 13.9%
- N/C(=N\OC(=O)Cc1ccc(Cl)cc1)c1cccnc1
    3.5% | 3.1% | -7.5% | -2.8% | 3.3%[38.3 µM] | -3.4% | 4.0%

# Reformatted: entries from further up
Cc1ccc(C(=O)NCC2CCCO2)cc1N1CCCC1=O (centres undefined)
- HTT aggregate: 6.5%
- RGS12 GoLoco inh: -12.8%
- aGlu spleen mod: -0.2%
- GAA inh: 2.8%
- IMPase Li cell: -9.7%[38.3 µM]
- HTT cytoprotect: -5.0%
- GAA glycogen mod: 3.5%
Cc1ccc(S(=O)(=O)N/N=c2\sc3ccccc3n2C)cc1
- HTT aggregate: 14.8%
- RGS12 GoLoco inh: -1.1%
- aGlu spleen mod: 6.5%
- GAA inh: 1.2%
- IMPase Li cell: 1.3%
- HTT cytoprotect: -7.6%[10 µM]
- GAA glycogen mod: -22.8%
CCn1cc(C(=O)O)c(=O)c2cc(F)c(N3CCN(C(=S)NC(=O)c4ccc(Br)cc4)CC3)cc21
- HTT aggregate: ?
- RGS12 GoLoco inh: -6.7%
- aGlu spleen mod: 9.3%
- GAA inh: -5.1%
- IMPase Li cell: -0.4%
- HTT cytoprotect: -53.1%[inhibitor]
- GAA glycogen mod: 8.4%

# Following part:
# Every second line gives: HTT aggregate | RGS12 GoLoco inh | aGlu spleen mod | GAA inh | IMPase Li cell | HTT cytoprotect | GAA glycogen mod
- Cc1noc(C)c1C(=O)N(CC(=O)NC1CCCC1)Cc1ccccc1F
    ? | -2.5% | -0.3% | ? | 15.9%[38.3 µM] | / | -0.4%
- Nc1ccc(C(=O)Nc2nccs2)cc1
    21.3% | 4.1% | 1.4% | -0.1% | 2.0% | -88.9%[inhibitor] | 10.7%
- Cc1nn(-c2ccccc2)c(Cl)c1/C=C1\SC(=S)N(CCCCCC(=O)O)C1=O
    24.0%[9.22 µM] | 4.1% | -3.4% | / | / | 18.1%[10 µM] | 3.0%
- CC(=O)N1CCN(c2ccc(NC(=O)C(C)Oc3ccc(Cl)cc3Cl)cc2)CC1 (centres undefined)
    19.2%[9.22 µM] | 9.0% | 6.2% | -4.0% | 66.5%[activator][38.3 µM] | 2.8% | -0.1%
- COc1ccccc1N1CCN(Cc2ccc(OC)c(OC)c2OC)CC1
    -5.8% | -2.7% | -1.6% | 4.6% | -6.4%[38.3 µM] | -23.3% | 18.5%
- CC(C)CC1C2C(=O)N(c3ccccc3)C(=O)C2ON1c1ccccc1 (centres undefined)
    4.3%[9.22 µM] | 4.1% | 8.4% | / | / | 11.8%[10 µM] | 3.8%
- Cc1cc(C)c2cc(CN(Cc3ccco3)C(=O)NCc3ccccc3)c(=O)[nH]c2c1
    ? | / | 3.1% | -1.8% | / | 13.8%[10 µM] | -12.0%
- COc1cccc(OC)c1Nc1nc(C)nc2c1nnn2Cc1ccccc1Cl
    16.1%[9.22 µM] | 17.0% | -3.5% | 2.7% | 4.4% | 16.3%[10 µM] | 15.2%
- O=C(/C=C/c1ccco1)NC(=S)Nc1ccccc1N1CCCC1
    7.5% | 101.0%[activator] | -0.4% | ? | -11.5% | -12.5% | ?
- O=C(O)CSCC(=O)NCc1ccc(Cl)cc1
    -11.1%[9.22 µM] | 6.5% | -6.7% | ? | 3.2% | -8.0%[10 µM] | ?
- COc1ccc(C(CC(=O)N2CCCC2)c2c(O)cc(OC)cc2OC)cc1 (centres undefined)
    13.2%[9.22 µM] | -3.4% | -8.1%&1.3% | / | / | 7.8%[10 µM] | 7.3%
- CCOc1ccc(C(=O)NCC(=O)OCc2csc(-c3ccccc3)n2)cc1
    1.7% | 2.3% | -15.9% | -1.7% | -4.4% | -41.5%[10 µM] | 4.2%
- Cc1ccc(CCN2CC(C(=O)NCCCN3CCN(C)CC3)CC2=O)cc1 (centres undefined)
    ? | 0.2% | -3.0% | -6.6%[15.4 µM] | 10.9%[38.3 µM] | 2.7% | 3.0%
- CCCCCC(=O)NC(NC(=S)NC1CCS(=O)(=O)C1)C(Cl)(Cl)Cl (centres undefined)
    16.7% | -8.3% | -1.5% | 1.7% | -1.1% | -17.4%[10 µM] | 3.3%
- COc1ccccc1NC(=O)COc1ccc(/C=N/NC(=O)CSCc2cc(C)cc(C)c2)cc1
    14.7% | -6.6% | -0.4% | -2.7% | 9.7% | / | 6.7%
- CC1(OC(=O)C2CCCC2)C(=O)C=C2C=C3CCCCN3C=C2C1=O (centres undefined)
    ? | -6.4%[14.2 µM] | 0.2%[17.4 µM] | / | 8.2% | -10.2%&3.6%[10 µM] | -8.6%
- Cc1ccc(C(=O)NNC(=O)CCCN2C(=O)/C(=C/c3ccccc3Cl)SC2=S)cc1
    35.5µM* | 5.5% | -19.4% | -3.7% | -1.1% | / | -3.7%
- O=C(c1ccc(CS(=O)(=O)c2ccccc2)o1)N1CCN(c2ncccn2)CC1
    -2.7% | 1.0% | -11.9% | 0.1%[15.4 µM] | 28.8%[38.3 µM] | 1.7% | 8.9%
- CN(C)CCNC(=O)c1ccc(Sc2ccc(Br)cc2)c([N+](=O)[O-])c1
    -16.1% | 6.5% | -0.4% | -6.2% | 2.4% | -8.8% | -18.2%
- Cc1c(N2C(=O)C(=O)/C(=C(/O)c3ccc(Br)cc3)C2c2cccnc2)c(=O)n(-c2ccccc2)n1C (centres undefined)
    -25.3% | 2.4% | -6.6% | -1.3% | 8.91µM* | 28.6% | 7.6%

# (more compounds)
SMILES	HTT aggregate	RGS12 GoLoco inh	aGlu spleen mod	GAA inh	IMPase Li cell	HTT cytoprotect	GAA glycogen mod
Cc1ccccc1OCC(=O)N/N=C1\CCOc2c(C)cccc21	-10.4%	5.9%	-13.0%	3.0%	-4.6%[38.3 µM]	-37.4%	9.9%
CCCCC1=NN(C(=O)c2ccncc2)C(O)(C(F)(F)F)C1 (centres undefined)	-4.5%[9.22 µM]	4.6%	1.2%	-8.7%	/	20.4%[10 µM]	-1.7%
COc1ccccc1OC(=O)CN1C(=O)c2ccccc2C1=O	21.9%	1.1%	-1.6%	4.0%	18.4%[38.3 µM]	6.0%	-16.6%
O=C(CNC(=O)c1cccs1)NCCN1CCN(Cc2ccccc2)CC1	18.2%	7.7%	-1.6%	-5.4%	-5.1%[38.3 µM]	-4.8%[0.074 µM]	4.7%
COCCNc1oc(COc2cccc(C)c2)nc1C#N	2.9%	6.4%	4.1%	-5.0%	28.1%[38.3 µM]	-8.6%[0.074 µM]	-9.4%
O=C(N/N=C/c1ccc(OC(=O)c2ccco2)cc1)c1ccccn1	-6.6%[9.22 µM]	0.7%	-4.0%	-5.3%	6.0%	1.4%[10 µM]	-10.1%
O=C(CSc1nc(-c2ccc(F)cc2)cs1)N1CCOCC1	0.2%	-16.0%	0.9%	-11.4%	16.3%[38.3 µM]	0.8%	6.5%
O=C(NC(Cc1ccccc1)C(=O)O)/C(=C\c1ccc(Cl)cc1)NC(=O)c1ccccc1 (centres undefined)	-1.3%	10.0%	0.1%	-1.7%	-0.5%	-28.5%	-12.5%
COc1ccc(C(=O)Nc2nnc(-c3cccs3)s2)cc1	1.2%	-1.9%	-1.0%	1.7%	-3.3%[38.3 µM]	-23.5%	5.7%
O=S(=O)(NCc1ccccc1F)c1cccc(S(=O)(=O)N2CCOCC2)c1	-17.1%[9.22 µM]	11.5%	1.5%	2.7%	28.4%	-17.5%[10 µM]	-10.8%
O=C(Nc1ccccc1N1CCOCC1)c1ccccc1NS(=O)(=O)c1ccc(F)cc1	?	-12.3%	-1.7%	-4.1%	25.7%[38.3 µM]	-15.9%	3.9%
CC(=O)Nc1ccc(C(=O)NCC(=O)OCc2c(F)cccc2Cl)cc1	8.3%	7.1%	4.3%	-6.7%	5.3%	/	-2.9%
CSc1ncc(CN2CCN(C3CCN(C(C)C)CC3)C(CCO)C2)cn1 (centres undefined)	6.6%[9.22 µM]	-23.2%	13.3%	-4.1%	17.8%	2.4%[10 µM]	-11.8%
Cc1cc(CNC(=O)COc2ccc(F)cc2F)c2ccccc2n1	-30.2%	-9.0%	4.9%	2.1%	5.1%	-37.4%[inhibitor]	1.2%
Cc1ccc(S(=O)(=O)CC(=O)N2CCOCC2)cc1	-8.6%[9.22 µM]	7.0%	-1.2%	6.6%	0.2%	-11.8%[10 µM]	-6.1%
COc1cc(CNn2nnnc2N)cc(Br)c1OCc1c(Cl)cccc1Cl	?	1.6%	-5.6%	3.1%	29.7%[38.3 µM]	16.2%	-1.6%
Cc1ccc(C(=O)N/C(=C\c2ccco2)C(=O)N2CCSCC2)cc1C	21.7%	5.1%	-1.9%	6.7%	0.4%	3.4%	15.0%
Cc1ccc(S(=O)(=O)N2CCCCC2)cc1NC(=O)COC(=O)C1CC2C=CC1C2 (centres undefined)	11.6%	/	-7.0%	-6.7%	/	3.3%[10 µM]	-5.7%

# From PubChem
